PDI turbidity – inhibitors of human PDI, primary screen, biochemical, turbidity, single point, plate reader; Protein disulfide-isomerase (Homo sapiens), P07237; PDI insulin aggregation turbidity, A650, 90 min; inhibition, % at 10 µM; 350,000 compounds, 0.052% hits; AID 588391, 2011;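 active = mean inhibition across replicates of 30% or more, whatever share of single replicates reach that level; inconclusive = mean inhibition below 30% while every single replicate reaches 30%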;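 note: absorbance from insulin aggregation driven by PDI reduction with DTT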
Target sequence (P07237 whole entry, looked up): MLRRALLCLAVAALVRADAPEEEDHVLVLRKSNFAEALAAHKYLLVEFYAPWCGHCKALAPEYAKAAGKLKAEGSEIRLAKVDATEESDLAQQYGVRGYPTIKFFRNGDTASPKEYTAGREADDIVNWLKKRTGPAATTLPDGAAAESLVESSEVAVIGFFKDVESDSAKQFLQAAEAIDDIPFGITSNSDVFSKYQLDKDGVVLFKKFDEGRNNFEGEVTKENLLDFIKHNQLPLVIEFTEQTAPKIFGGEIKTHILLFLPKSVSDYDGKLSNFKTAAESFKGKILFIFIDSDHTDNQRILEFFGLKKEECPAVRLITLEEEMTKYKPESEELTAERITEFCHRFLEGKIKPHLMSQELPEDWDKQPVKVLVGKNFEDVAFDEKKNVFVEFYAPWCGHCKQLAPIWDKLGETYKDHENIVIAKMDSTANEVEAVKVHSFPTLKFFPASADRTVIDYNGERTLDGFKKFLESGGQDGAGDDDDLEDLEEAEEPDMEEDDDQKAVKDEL
ABCB6 inh MLPCN – ABCB6 transporter inhibitors, primary screen, K562-ABCB6 cells, flow cytometry, MLPCN library; fluorescence ratio to DMSO, % at 10 µM; AID 602162, 2011; K562-ABCB6 porphyrin accumulation, 1 h; hits give low values; ATP-binding cassette sub-family B member 6 (Homo sapiens), Q9NP58; 360,000 compounds, 0.19% hits;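 active = fluorescence ratio to DMSO below 75%, the collection mean minus 3 SD; inconclusive = too few cells collected in the well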;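 note: signal is porphyrin accumulated inside mitochondria; 100% equals median channel fluorescence of DMSO control wells; lower ratio means ABCB6 inhibition with less porphyrin fluorescence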
MC4R barr agon – MC4R agonists recruiting beta-arrestin, primary screen, cell-based, luminescence, agonist arm of biased-ligand search; U2OS MC4R beta-arrestin complementation; percent of melanotan II response, DMSO zero; Melanocortin receptor 4 (Homo sapiens), P32245; activation, % at 8.9 µM; 360,000 compounds, 0.98% hits;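 active = activation above a per-plate cutoff, the mean activation of sample wells on that plate plus 3 SD, cut at about 8% in these data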
N-glyco inh – increase of ERlucT glycosylation luciferase signal, primary screen, N-linked glycosylation inhibitor project, D54 ERlucT cells, luminescence, set 2; D54 ERlucT glycosylation luciferase reporter, 24 h; percent of 100 nM tunicamycin response; reporter increase, % at 12.5 µM; 360,000 compounds, 0.23% hits;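 active = mean luciferase reporter signal, scaled so untreated is 0 and the glycosylation-blocking control 100, at or above a set limit in every replicate; inconclusive = mean reaches the limit but not every replicate does; inactive = mean below the limit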;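 note: luciferase carries N-glycosylation sites so blocking glycosylation raises the light; 0% = median of neutral control wells and 100% = median of 100 nM tunicamycin wells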
CaV13 FRET inh – Primary screen for inhibitors of IQ motif and Ca2+-dependent inactivation inhibitor domain binding in CACNA1D, Förster resonance energy transfer in living cells, …; HEK cells, CFP/YFP FRET ICDI-IQ, plate reader, 10 min; percent FRET-ratio fall versus neutral wells; inhibition, % at 12.3 µM; 340,000 compounds, 0.098% hits;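 active = mean replicate inhibition of at least 30% and at least 1% of replicates passing that level; inconclusive = only one of the two criteria is met; inactive = neither criterion is met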;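 note: 0% = median of the neutral control wells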
aDG glyco act – activators of alpha-DG glycosylation, primary screen, uHTS, Pro5-aDG cells, AlphaScreen; activation, % at 10 µM; alpha-DG glycosylation AlphaScreen (IIH6); 0% Pro5, 100% B10-LARGE cell signal; AID 624168, 2012; 360,000 compounds, 0.22% hits;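 active = activation of at least 8% versus controls, or a plate z-score of at least 8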;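 note: Pro5 are CHO cells carrying HIG-tagged alpha-DG that lacks glycosylation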
MC4R antagonist – MC4R antagonists of cAMP signaling, primary screen, cell-based, TR-FRET, antagonist arm of biased-ligand search; MC4R-expressing cells, MTII-stimulated cAMP, LANCE TR-FRET; inhibition, % at 6.5 µM; 360,000 compounds, 0.48% hits; AID 540295, 2011;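 active = inhibition above its plate's cutoff, the mean of tested wells on that plate plus 3 SD, cut at about 29% in these data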;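 note: 0% = Melanotan II alone and 100% = Melanotan II plus saturating MCL0020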
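Material: human MC4R-expressing U2OS cells. Probe or stimulus: Melanotan II challenge. Dosing: 6.5 µM single dose. Times: 30-min compound, 1-h challenge, 1-h detection, room temperature. Technique: TR-FRET with Eu-cAMP and labeled anti-cAMP, 671 nm. Replication: singlicate.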
Vif imaging – HIV Vif self-association inhibitors, primary screen, imaging, HEK293T, single point. 340,000 compounds, 0.35% hits. AID 602346, 2012. inhibition, % at 7.49 µM. HEK293T cells, Vif self-association by quenched fluorescence, 24 h; in the data active = inhibition above about 50%, passing the limit was not always enough; inconclusive = no clear call, values can overlap the other calls; inactive = below about 31%; note: some results filed as inactive read as strong as hits
m5-HT2A agonist – mouse Htr2a agonists via beta-arrestin recruitment, primary screen, cell-based, luminescence. CHO-K1 mHTR2A beta-arrestin complementation; percent of 30 µM serotonin response. activation, % at 7.6 µM. AID 624169, 2012. 360,000 compounds, 0.66% hits;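 active = activation above a run cutoff, the mean activation of all tested compounds plus 3 SD, cut at about 14% in these data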;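 note: 0% = plate median of compound wells and 100% = 30 µM serotonin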
Target sequence (P35363 whole entry, looked up): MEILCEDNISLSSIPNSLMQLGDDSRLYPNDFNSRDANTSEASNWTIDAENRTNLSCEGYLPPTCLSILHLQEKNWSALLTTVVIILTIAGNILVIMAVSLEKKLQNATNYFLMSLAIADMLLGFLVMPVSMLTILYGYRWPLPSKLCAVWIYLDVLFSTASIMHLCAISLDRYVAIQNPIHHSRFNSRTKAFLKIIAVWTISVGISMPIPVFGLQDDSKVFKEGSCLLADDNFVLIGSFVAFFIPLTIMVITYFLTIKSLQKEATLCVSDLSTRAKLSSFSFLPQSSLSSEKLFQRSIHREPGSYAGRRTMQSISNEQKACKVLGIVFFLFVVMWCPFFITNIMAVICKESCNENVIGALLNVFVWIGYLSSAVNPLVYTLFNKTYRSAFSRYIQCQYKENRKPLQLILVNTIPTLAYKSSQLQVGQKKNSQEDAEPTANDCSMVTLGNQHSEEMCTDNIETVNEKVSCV
Cardio protect – cardioprotection against H2O2-induced cell death, primary screen, uHTS, H9c2 cells, ATPLite luminescence | 360,000 compounds, 0.63% hits | H9c2 cardiomyocytes, H2O2 injury protection, 2 h | protection from H2O2 cell death, % at 20 µM;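 active = compounds giving at least 50% protection of heart cells from peroxide-induced death in the single-dose screen, raw or plate-pattern-corrected value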;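 note: 0% = DMSO wells with peroxide and 100% = DMSO wells without peroxide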
Starred values were filed as active, the others as inactive; ? = inconclusive; / = not tested or not shown. Rows are unselected; overall some 3.6% were active at least once.

Start of the listing, in advance (2 entries):
SMILES | PDI turbidity | ABCB6 inh MLPCN | MC4R barr agon | N-glyco inh | CaV13 FRET inh | aDG glyco act | MC4R antagonist | Vif imaging | m5-HT2A agonist | Cardio protect
CN(C)CCCN(C(=O)c1ccc(S(=O)(=O)N(C)C2CCCCC2)cc1)c1nc2ccc(F)cc2s1 | 20.9 | 105.0 | 1.0 | -7.2 | -2.5 | 1.6 | 4.3 | -1.5 | -7.2 | -16.6
Cc1ccccc1N1CC2=C(C1=O)C(c1ccccc1)NC(=O)N2C (stereo unspecified) | -3.6 | 95.0 | -1.7 | 1.1 | -14.0 | -0.1 | 24.3 | -0.4 | 3.9 | 6.4

This part in full, from the first entry:
SMILES | PDI turbidity | ABCB6 inh MLPCN | MC4R barr agon | N-glyco inh | CaV13 FRET inh | aDG glyco act | MC4R antagonist | Vif imaging | m5-HT2A agonist | Cardio protect
CN(C)CCCN(C(=O)c1ccc(S(=O)(=O)N(C)C2CCCCC2)cc1)c1nc2ccc(F)cc2s1 | 20.9 | 105.0 | 1.0 | -7.2 | -2.5 | 1.6 | 4.3 | -1.5 | -7.2 | -16.6
Cc1ccccc1N1CC2=C(C1=O)C(c1ccccc1)NC(=O)N2C (stereo unspecified) | -3.6 | 95.0 | -1.7 | 1.1 | -14.0 | -0.1 | 24.3 | -0.4 | 3.9 | 6.4
O=C(NCc1ccccc1)[C@@H]1C[C@H]1[C@@H](NP(=O)(c1ccccc1)c1ccccc1)c1ccccc1 | -2.9 | 103.0 | -1.7 | -1.7 | 5.1 | 0.0 | 5.8 | -1.0 | 3.6 | 10.2
CCC1(c2ccccc2)NC(=O)N(CC(=O)Nc2ccc3c(c2)CCC3)C1=O (stereo unspecified) | -5.0 | 94.0 | -2.2 | 4.0 | -5.9 | -0.2 | 4.7 | 8.8 | 6.0 | -2.4
CCOC(=O)C1=C(O)/C(=C\c2ccc(O)c(OCC)c2)N=C1C | 0.2 | 99.0 | -2.2 | 0.7 | -3.9 | 0.1 | -12.2 | -0.1 | -2.3 | 2.2
CCn1c(SCC(N)=O)nc2c(c1=O)C1(CCCC1)Cc1ccccc1-2 | -0.4 | 103.0 | -2.8 | 4.9 | -3.3 | 0.0 | 0.9 | -0.4 | -4.4 | -5.8
Cc1ccc(S(=O)(=O)c2c(C)cc(C)nc2Oc2cccc(C)c2C)cc1 | 3.5 | 97.0 | 0.3 | -3.8 | -1.5 | 0.0 | -1.9 | -2.8 | -4.8 | -22.3
CCC1(CC)NC(=O)N(CC(=O)Nc2ccc(S(=O)(=O)N3CCOCC3)cc2)C1=O | -7.3 | 96.0 | -1.2 | 1.2 | 1.8 | -0.3 | 5.1 | 4.8 | 1.9 | 18.9
O=C1CCCCC1Sc1nnc(Cc2cccs2)n1CCc1ccccc1 (stereo unspecified) | 11.8 | 92.0 | -0.4 | -1.4 | -5.1 | 0.0 | 8.3 | 2.6 | -0.2 | 8.7
O=C(CN1CCC(C(=O)c2ccc(F)cc2)CC1)NCc1ccccc1F | 2.3 | 103.0 | 0.0 | -3.9 | -3.5 | 0.3 | -4.5 | 0.6 | -6.3 | -4.2
CCC(C)NC(=O)CSc1nc2n[nH]c(C)c2c(=N)n1-c1ccc(OC)cc1 (stereo unspecified) | -2.5 | 90.0 | -0.7 | 4.1 | -0.1 | -0.1 | 12.9 | 18.4 | 2.1 | -11.2
C(=C\c1ccccc1)/CN1CCN(C(c2ccnc3ccccc23)c2nnnn2C2CCCC2)CC1 (stereo unspecified) | / | 98.0 | / | -2.3 | / | -0.3 | / | 1.3 | -3.5 | -4.9
OC1(c2ccc(F)cc2)CSC(=Nc2cccnc2)N1Cc1ccco1 (stereo unspecified) | -3.8 | 95.0 | -3.7 | 0.1 | -7.6 | 0.3 | 11.9 | -8.5 | -10.6 | -1.6
CN(C)C(=O)c1ccc(NC(=O)CN2C(=O)NC3(CCCc4ccccc43)C2=O)cc1 (stereo unspecified) | -4.7 | 101.0 | -0.1 | 3.6 | -1.5 | 0.1 | 11.4 | -1.6 | -13.4 | 2.8
CCCNS(=O)(=O)/C=C/c1ccccc1 | 17.9 | 89.0 | -1.4 | 1.9 | -6.1 | -0.4 | 2.6 | -1.7 | -0.7 | -3.8
CCOc1ccc(CCNC(=O)C2CCCN(c3ncnc4c3nc3n4CCCCC3)C2)cc1 (stereo unspecified) | -1.4 | 97.0 | -3.1 | 3.7 | -3.0 | 0.1 | 10.8 | -1.6 | 4.3 | 0.2
O=[N+]([O-])c1ccc(Nc2ccc(F)cc2)cc1 | -9.9 | 98.0 | 1.3 | -2.7 | -3.2 | 0.2 | -2.9 | -10.4 | -7.8 | -7.4
Cc1ccc(NCC(O)Cn2cnc3c2c(=O)n(C)c(=O)n3C)cc1 (stereo unspecified) | 0.0 | 103.0 | -2.2 | 1.1 | -5.4 | 0.0 | 10.5 | -2.0 | -7.5 | 0.0
CN(C)CCCn1c(=O)n(Cc2ccccc2)c(=O)c2c3c(sc21)CCCCC3 | 12.5 | 102.0 | 0.8 | -2.5 | -4.7 | 1.2 | 3.3 | / | -7.5 | 8.5
CCCS(=O)(=O)N1CCN(C(=O)c2cc(OC)cc(OC)c2)CC1 | 0.7 | 99.0 | -2.0 | -0.2 | -5.1 | 0.1 | 5.6 | -7.2 | 2.3 | -4.3
COc1ccc(N(C(=O)c2cccnc2)S(=O)(=O)c2cccc([N+](=O)[O-])c2)cc1 | 0.2 | 101.0 | -2.9 | -1.4 | -6.7 | 0.0 | 5.6 | 15.4 | 1.1 | 3.5
Fc1ccc(Nc2nc(N3CCOCC3)c3ccccc3n2)cc1 | -10.6 | 96.0 | -0.9 | 1.5 | / | 1.5 | 0.4 | -6.2 | -4.6 | -21.6
Cc1[nH]c2ccccc2c1C(=O)CSC(=S)N1CCOCC1 | 2.6 | 97.0 | 2.4 | 3.5 | -0.9 | 0.2 | 2.0 | -0.9 | -1.8 | -9.6
O=c1oc2cc([N+](=O)[O-])ccc2nc1/C=C(\O)c1cccc(Br)c1 | 15.1 | 94.0 | -0.5 | -2.5 | -14.6 | 0.0 | 0.2 | -2.3 | 4.3 | 6.8
O=[N+]([O-])c1ccc(-c2csc(Nc3ccccc3)[n+]2Cc2ccccc2)cc1 | 1.1 | 102.0 | 1.1 | 0.8 | -8.6 | -0.5 | 5.5 | -9.2 | -3.2 | -4.4
COc1ccc(C(=O)OCC(=O)c2cc(C)n(CC3CCCO3)c2C)cc1[N+](=O)[O-] (stereo unspecified) | -1.7 | 87.0 | -1.6 | -2.2 | -4.2 | 0.6 | -1.0 | 5.7 | 3.8 | -11.0
Cc1cc(Br)ccc1NC(=O)CNC(=O)CSc1nccn1C | 2.9 | 96.0 | -0.5 | 1.9 | -15.4 | 0.0 | 2.1 | 0.9 | -1.6 | 0.7
CCOc1ccc(-c2[nH]ncc2-c2ccccc2)c(O)c1 | 3.1 | 104.0 | 2.5 | -1.8 | -14.5 | 1.2 | 2.1 | -16.8 | -3.1 | -4.2
Cc1cccc(NS(=O)(=O)c2ccc(C(=O)N3CCCCCC3)cc2)c1C | 4.2 | 94.0 | -1.8 | -2.6 | -5.3 | 2.9 | -0.7 | -9.5 | 1.8 | -12.8
COC(=O)c1cccc(NC(=O)C2COc3ccccc3O2)c1C (stereo unspecified) | -8.8 | 98.0 | -0.4 | 0.4 | -4.3 | 0.8 | 0.0 | / | 0.8 | -4.5
COc1cccc(/C=C2\SC(=O)N(CCC(=O)NNC(=O)c3cccc(Cl)c3)C2=O)c1 | -3.7 | 97.0 | 1.5 | 0.8 | -4.5 | 0.1 | 10.7 | -5.1 | 3.5 | -2.9
COc1ccc(C(=O)NCC(=O)N/N=C/c2cn(C)c3ccccc23)cc1OC | -4.3 | 150.0 | -2.9 | 5.2 | / | 0.2 | -1.0 | 7.6 | -4.0 | 1.7
O=C(Cn1c(=O)oc2ccccc21)c1ccccc1 | -9.8 | 102.0 | 2.5 | -1.3 | -6.6 | 0.8 | 18.1 | / | 1.3 | -3.9
O=C(C(=O)N1CCCC1CO)N1CCCC1CO (stereo unspecified) | -1.9 | 103.0 | 1.6 | 0.9 | 3.7 | 0.5 | 6.7 | 15.8 | 1.7 | -4.2
Clc1ccc(/C=N/N2CCCCC2)cc1 | 0.2 | 98.0 | 0.1 | -0.4 | -5.3 | -0.1 | -1.1 | ? | 2.1 | 6.9
CCN(CC)CCNS(=O)(=O)c1ccc(Cl)cc1 | -3.0 | 96.0 | -0.5 | 3.1 | -5.1 | 0.0 | 8.0 | 7.0 | 5.9 | -2.5
CSc1ccc(Cl)c(C(=O)OCC(=O)N2CC(C)OC(C)C2)c1 (stereo unspecified) | 3.7 | 94.0 | -0.8 | -0.6 | / | 0.0 | -0.3 | -15.0 | 1.4 | -3.8
O=C(NCc1cccc(C(F)(F)F)c1)C1CC(c2ccc(C(F)(F)F)cc2)=NO1 (stereo unspecified) | -1.8 | 93.0 | 1.4 | 2.2 | -4.7 | 0.1 | -1.5 | -8.2 | 4.3 | -25.1
O=[N+]([O-])c1cc2oc3c(c2c(C=NCc2ccncc2)c1O)CCCC3 | 3.4 | 102.0 | -0.6 | 2.9 | / | -0.2 | -0.7 | -12.7 | 0.4 | 35.7
C[C@H](CO)N1C[C@H](C)[C@H](CN(C)C(=O)Nc2ccc(C(F)(F)F)cc2)Oc2ncc(Br)cc2C1=O | -15.6 | 94.0 | 0.7 | 1.3 | -3.4 | -0.1 | 8.9 | -3.7 | 8.8 | 0.7
COc1ccc(NC(C)=O)cc1S(=O)(=O)N1CCN(Cc2cccs2)CC1 | 1.3 | 99.0 | 1.9 | 0.8 | -2.1 | 0.0 | -0.5 | 0.1 | 4.9 | -9.4
CCOC(=O)C1CC=C(Cl)CC1C(=O)Nc1nccs1 (stereo unspecified) | 11.9 | 94.0 | -2.3 | -0.8 | -7.5 | 0.1 | 1.0 | 11.1 | -0.1 | 0.6
Cc1ccc(S(=O)(=O)CC(=O)Nc2ccc(S(=O)(=O)Nc3ccccn3)cc2)cc1 | 3.4 | 99.0 | -3.9 | 0.2 | -1.5 | 0.1 | 17.3 | 0.2 | 8.0 | -1.6
COC(=O)c1ccccc1NC(=O)CCCOc1cc(=O)n(C)c2ccccc12 | -2.4 | 100.0 | 0.3 | 10.9 | -7.0 | -0.3 | -3.2 | / | -7.3 | 17.4

Screening data from PubChem.
